TAAR1 antag – human TAAR1 antagonists, primary screen, Fluo-8 calcium fluorescence, CHO RD-HGA16 cells; Trace amine-associated receptor 1 (Homo sapiens), Q96RJ0; antagonist; inhibition, % at 3 µM; hit rate 1.5% among 360,000; AID 624466, 2012;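 active = inhibition above a per-plate cutoff, the mean inhibition of test compounds on that plate plus 3 SD, cut at about 49% in these data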;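 note: 0% = DMSO plus EC80 beta-PEA response and 100% = DMSO alone without agonist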
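Assay system: CHO-derived RD-HGA16 cells stably expressing human TAAR1 plus Gα16. Timing: 140 s kinetic read after compound, 140 s after agonist. Technique: kinetic Fluo-8 calcium fluorescence measurement. Measure: % inhibition of agonist calcium response.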
CHO parental Ca – ATP-evoked calcium signal inhibitors, parental CHO, primary screen, counter-screen for OX1R antagonist project, cell-based, fluorescence, Fluo-8 calcium dye | hit rate 0.63% among 330,000 | AID 463079, 2010 | inhibition, % at 5.6 µM | parental CHO-K1, ATP-induced calcium, Fluo-8 fluorescence;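 active = inhibition above that plate's mean sample inhibition plus 3 SD, cut at about 26% in these data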;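 note: 0% = ATP-challenged DMSO wells and 100% = DMSO wells without ATP; some compounds past the cut are filed as inactive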
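test system = CHO parental line | reagent = ATP stimulus | measured by = intracellular calcium via Fluo-8 no-wash fluorescent dye | control set = ATP and no-ATP DMSO wells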
CHRM1 PAM – human M1 muscarinic receptor positive allosteric modulators, primary screen, CHO-K1 cells, Fluo-8 calcium fluorescence, 1536-well | Muscarinic acetylcholine receptor M1 (Homo sapiens), P11229 | CHO-K1 hM1, ACh EC20; 0% = ACh EC20, 100% = maximal ACh | activation, % at 3 µM | hit rate 0.088% among 360,000; in the data active = activation above about 19%, passing the limit was not always enough
V1aR counter – agonists of human V1a receptor, primary screen, counter-screen for OXTR agonist project, fluorescence, CHO-V1R cells. Vasopressin V1a receptor (Homo sapiens), P37288. Fluo-8 calcium fluorescence, agonist mode; 0% DMSO, 100% 3 nM vasopressin. activation, % at 3 µM. hit rate 0.25% among 320,000. AID 2797, 2010;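 active = activation above the mean activation of all tested compounds plus 3 SD, per screening run, cut at about 20% in these data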;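 note: signal is peak over basal fluorescence ratio across a 100 second FLIPR read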
Target sequence (P37288 whole entry, looked up): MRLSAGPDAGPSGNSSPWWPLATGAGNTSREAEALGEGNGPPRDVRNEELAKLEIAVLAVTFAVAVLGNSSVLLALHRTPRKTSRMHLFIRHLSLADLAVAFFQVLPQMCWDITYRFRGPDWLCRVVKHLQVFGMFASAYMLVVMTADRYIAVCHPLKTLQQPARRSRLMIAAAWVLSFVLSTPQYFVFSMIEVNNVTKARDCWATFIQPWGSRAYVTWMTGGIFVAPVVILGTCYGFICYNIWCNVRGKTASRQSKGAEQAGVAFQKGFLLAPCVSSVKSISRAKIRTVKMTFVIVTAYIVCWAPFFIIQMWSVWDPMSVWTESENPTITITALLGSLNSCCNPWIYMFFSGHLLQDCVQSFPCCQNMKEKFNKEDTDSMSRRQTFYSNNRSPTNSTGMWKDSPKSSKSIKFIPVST
CHRM1 antagonist – human M1 muscarinic receptor antagonists, primary screen, CHO-K1 cells, Fluo-8 calcium fluorescence, 1536-well; hit rate 1.3% among 360,000; CHO-K1 hM1, ACh EC80 antagonist; Muscarinic acetylcholine receptor M1 (Homo sapiens), P11229; AID 588852, 2011; inhibition, % at 3 µM;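 active = percent inhibition above its own plate's cutoff, namely the mean of that plate's compound wells plus 3 SD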;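 note: peak over basal fluorescence ratio during 140 s after agonist addition; 0% = ACh EC80 plus DMSO and 100% = DMSO alone without agonist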
CHRM1 agonist – human M1 muscarinic receptor agonists, primary screen, Fluo-8 calcium fluorescence, CHO-K1 cells, HTS | Muscarinic acetylcholine receptor M1 (Homo sapiens), P11229 | CHO-K1 hM1, agonist mode; 0% DMSO, 100% acetylcholine EC100 | activation, % at 3 µM | hit rate 0.33% among 360,000;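 active = activation above the run's mean compound activation plus 3 SD, cut at about 16% in these data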;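 note: peak over basal fluorescence ratio within a 140 s kinetic read after compound addition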
OXTR potentiator – human OXTR potentiators, primary screen, fluorescence, CHO-OTR cells, Fluo-8 calcium; Oxytocin receptor (Homo sapiens), P30559; hit rate 0.061% among 320,000; Fluo-8 calcium fluorescence, potentiator mode; 0% = oxytocin EC15, 100% = EC100; AID 2445, 2010; activation, % at 3 µM;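 active = activation above that plate's cutoff, the mean activation of tested compounds plus 3 SD, cut at about 6.6% in these data, passing the limit was not always enough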;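 note: 100% uses oxytocin at 75 nM as the full agonist control; some results filed as inactive read as strong as hits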
Target sequence (P30559 whole entry, looked up): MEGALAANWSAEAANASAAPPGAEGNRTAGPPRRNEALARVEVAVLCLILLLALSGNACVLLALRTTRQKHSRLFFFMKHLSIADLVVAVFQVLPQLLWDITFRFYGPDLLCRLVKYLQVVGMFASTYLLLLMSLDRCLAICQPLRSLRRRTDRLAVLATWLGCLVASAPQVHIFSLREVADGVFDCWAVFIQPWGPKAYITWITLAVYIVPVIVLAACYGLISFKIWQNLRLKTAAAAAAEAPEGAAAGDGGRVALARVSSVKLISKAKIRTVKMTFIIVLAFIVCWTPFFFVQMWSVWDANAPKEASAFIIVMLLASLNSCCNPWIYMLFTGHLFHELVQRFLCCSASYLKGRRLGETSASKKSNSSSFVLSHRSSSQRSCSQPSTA
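Assay system: CHO cell line stably expressing human OTR | Also added: Oxytocin at about EC15, sub-maximal agonist stimulus | Times: Compound 6 min at room temperature before oxytocin, 100 s read | Measured by: Fluo-8 intracellular calcium fluorescence, ex 470-495, em 515-575 nm | Controls: EC15 oxytocin alone as 0%, 75 nM oxytocin as 100%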
TAAR1 ag – human TAAR1 agonists, primary screen, Fluo-8 calcium fluorescence, CHO RD-HGA16 cells | activation, % at 3 µM | vehicle wells 0%, saturating PEA agonist 100% | hit rate 0.99% among 360,000;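 active = activation above the mean activation of all test compounds in the run plus 3 SD, cut at about 38% in these data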
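Test system: RD-HGA16 (CHO) cells co-expressing Gα16 and hTAAR1 | Doses: Single dose, 3 µM | Schedule: 17-24 h seeding, 75 min 37 °C dye, 30 min RT | Evaluation: % activation from peak over basal fluorescence ratio, DMSO-to-PEA scaled | Technique: Kinetic Fluo-8 calcium fluorescence | Benchmarks: Low control DMSO, high control PEA (EC100)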
OXTR ag – human OXTR agonists, primary screen, fluorescence, CHO-OTR cells, Fluo-8 calcium | Fluo-8 calcium fluorescence; normalized: DMSO 0%, oxytocin 100% | activation, % at 3 µM | hit rate 0.32% among 320,000 | AID 2435, 2010;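 active = activation above the mean of all tested compounds plus 3 SD, cutoff set per screening run, cut at about 20% in these data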;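 note: peak over basal fluorescence ratio from a 100 s FLIPR kinetic read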
* marks the source's active call; other numbers are inactive results; x = not tested or not shown.

A first look:
mol	TAAR1 antag	CHO parental Ca	CHRM1 PAM	V1aR counter	CHRM1 antagonist	CHRM1 agonist	OXTR potentiator	TAAR1 ag	OXTR ag
CCOc1ccccc1CNC(=O)CCNS(=O)(=O)c1ccc2[nH]c(=O)oc2c1	-2	-14	17	0.3	-22	2	1	0	-1.1
O=c1c(-c2ccccc2)c(O)c2c(n1-c1ccccc1)CCCC2	-9	-3	8	-0.2	-15	-3	4	1	-1.2
COc1ccc(C(CNc2ncnc3sccc23)N(C)C)cc1OC (stereo not given)	13	-20	7	2.8	-11	-8	-1	4	2.9

Results, from the start:
mol	TAAR1 antag	CHO parental Ca	CHRM1 PAM	V1aR counter	CHRM1 antagonist	CHRM1 agonist	OXTR potentiator	TAAR1 ag	OXTR ag
CCOc1ccccc1CNC(=O)CCNS(=O)(=O)c1ccc2[nH]c(=O)oc2c1	-2	-14	17	0.3	-22	2	1	0	-1.1
O=c1c(-c2ccccc2)c(O)c2c(n1-c1ccccc1)CCCC2	-9	-3	8	-0.2	-15	-3	4	1	-1.2
COc1ccc(C(CNc2ncnc3sccc23)N(C)C)cc1OC (stereo not given)	13	-20	7	2.8	-11	-8	-1	4	2.9
CCN(CC)c1ncnc2ccc(Br)cc12	-18	-5	2	1.9	-4	-3	-12	5	-0.4
C#CCCOC(=O)N1C2=NC(C(=O)OC)=C(C(=O)OC)[C@@H]3N(CC=C)c4ccccc4[C@]23C[C@H]1C(=O)OC	8	-21	3	0.5	-8	-2	-5	10	1.5
CC(=O)Oc1ccc(C2C3=C(CC(C)(C)CC3=O)Nc3cc4c(cc32)OCCO4)cc1 (stereo not given)	-5	-5	15	0.5	-20	-1	-3	1	-0.1
COc1ccc(N(CC(=O)N/N=C/c2cccc3c2OCCO3)S(=O)(=O)c2ccc(NC(C)=O)cc2)cc1	29	-15	-2	0.5	-3	-5	-18	18	0.1
COc1ccc(C2=NN(C(=O)c3ccccc3)C(c3ccc(OC)c(OC)c3)C2)c(OC(C)=O)c1 (stereo not given)	-10	-17	5	0.0	-13	-3	2	-2	-1.7

Some of the entries above, reformatted:
> CC(=O)Oc1ccc(C2C3=C(CC(C)(C)CC3=O)Nc3cc4c(cc32)OCCO4)cc1 (stereo not given)
  TAAR1 antag: -5	CHO parental Ca: -5	CHRM1 PAM: 15	V1aR counter: 0.5	CHRM1 antagonist: -20	CHRM1 agonist: -1	OXTR potentiator: -3	TAAR1 ag: 1	OXTR ag: -0.1

> C#CCCOC(=O)N1C2=NC(C(=O)OC)=C(C(=O)OC)[C@@H]3N(CC=C)c4ccccc4[C@]23C[C@H]1C(=O)OC
  TAAR1 antag: 8	CHO parental Ca: -21	CHRM1 PAM: 3	V1aR counter: 0.5	CHRM1 antagonist: -8	CHRM1 agonist: -2	OXTR potentiator: -5	TAAR1 ag: 10	OXTR ag: 1.5

(further entries)
mol	TAAR1 antag	CHO parental Ca	CHRM1 PAM	V1aR counter	CHRM1 antagonist	CHRM1 agonist	OXTR potentiator	TAAR1 ag	OXTR ag
CCOC(=O)c1cc2occc2n1CC(=O)NC1CCCCC1C (stereo not given)	-13	-6	-10	-1.4	11	-1	-3	6	-1.5
CC(OC(=O)Cc1ccccc1F)C(=O)Nc1ccc(Cl)cn1 (stereo not given)	-5	x	9	x	-11	-6	x	3	x
COc1ccc(C(C)(O)c2nc(-c3ccccc3C)cs2)cc1 (stereo not given)	-14	x	-2	x	4	-4	x	-1	x
COc1cc(/C=C/C(=O)OCC(=O)Nc2cc(S(=O)(=O)N3CCCC3)ccc2Cl)cc(OC)c1OC	8	-13	4	2.9	-18	-3	-4	1	0.8
CCOc1cc(/C=C2\N=C(C)OC2=O)cc(Br)c1OCCc1ccccc1	-9	-10	-4	0.1	-3	-3	-7	1	-1.6
CC1(C)CC(=O)C(CSC(=O)c2ccccc2)C(=O)C1	-21	x	11	x	-9	-1	x	5	x
CCN(CC)S(=O)(=O)c1cc(NS(=O)(=O)c2ccc(Cl)c(C(=O)O)c2)ccc1C	-9	-8	15	0.8	-5	-3	2	2	0.1
CCNC(=O)NC(=O)COC(=O)CCc1nc(=O)c2ccccc2n1C	0	1	4	1.1	-1	-9	-6	4	0.3
CC(=O)N/C(=N/c1nc(C)cc(C)n1)Nc1ccc(NC(C)=O)cc1	-14	-16	5	-1.1	-31	-6	2	-2	-1.9
O=C(Nc1ccon1)c1ccc(OC2CCCC2)cc1	5	-7	-3	3.3	6	-1	-4	6	-0.6
COc1ccc(CCNC(=O)COC(=O)COc2ccc(Cl)cc2)cc1OC	0	-3	6	6.3	-9	-4	-18	6	2.7
Cc1ccc(OCCNC(=O)c2cc(C(=O)NCCOc3ccc(C)cc3)cc([N+](=O)[O-])c2)cc1	34	15	-6	12	17	7	-8	10	5.3
Cc1nnc2ccc(-c3ccc(NS(=O)(=O)c4ccccc4)cc3)nn12	-16	x	-7	x	18	-1	x	4	x
O=c1cc(-c2ccccc2)c2ccc(O)c(CN3CCCCC3)c2o1	-8	8	4	0.1	2	-5	3	12	0.7
O=C(Nc1ccc(Br)cc1)c1ccc(N2C(=O)C3CCCCC3C2=O)cc1 (stereo not given)	-5	-6	-1	1.6	3	-3	-12	2	1.2
Cc1cccc(NS(=O)(=O)c2csc(C(N)=O)c2)c1	4	-4	1	2.4	-6	-2	-1	-1	0.3

Following part.
The line under a structure holds: TAAR1 antag, CHO parental Ca, CHRM1 PAM, V1aR counter, CHRM1 antagonist, CHRM1 agonist, OXTR potentiator, TAAR1 ag, OXTR ag
- Cc1cc(Nc2cccc(F)c2)n2c(n1)nc1ccccc12
 : -5, -9, 9, 0.9, -4, -1, -4, -2, -0.1
- O=C(CNC(=S)N(Cc1ccccc1)Cc1cccnc1)NC1CCCCC1
 : 10, -8, 7, -0.6, -4, -7, -2, 1, -0.7
- OCCNc1nc(SCc2ccccc2)nc2sc3c(c12)CCC3
 : 13, x, 7, x, -1, -4, x, 3, x
- COc1ccc2c(COC(=O)CC3Sc4ccccc4NC3=O)cc(=O)oc2c1 (stereo not given)
 : 54*, -13, -10, 3.5, 13, -3, -15, 15, 1.7
- CCCCCOc1ccc(C(=O)CCC(=O)N2CCCC2)cc1
 : -10, -7, -19, 6.3, 22*, -11, -9, 0, 3.5
- CCOc1ccc(NC(=S)N(CCc2c(C)[nH]c3ccc(C)cc23)Cc2ccncc2)cc1
 : -19, -19, 4, -0.5, -4, -7, -1, -1, -0.8
- O=C(O)c1ccc(-c2nnc(-c3ccccc3)o2)cc1
 : -2, 6, 17, 1.2, -22, -2, -9, 0, -0.6
- CCCc1nc(SCC(=O)c2ccccc2)c2c(=O)n(C)c(=O)n(C)c2n1
 : 17, -6, 0, 0.3, 3, -4, -4, 4, -1.0
- NS(=O)(=O)c1ccc(NC(=O)Cn2nc(C(=O)O)c3ccccc3c2=O)cc1
 : -1, -3, 2, -0.2, 5, -5, -14, 1, 0.7
- O=Cc1cn(CC(=O)N2CCc3ccccc32)c2ccccc12
 : -9, -17, 10, 6.0, -13, 0, -14, 5, 0.4
- CCC/C=C/c1ccc(CN2C(CC(C)C)C(=O)N(Cc3cn(CCC4OCCCO4)nn3)CCS2(=O)=O)cc1 (stereo not given)
 : 5, x, -3, x, -3, -4, x, 2, x
- O=C1C=CC(=NN=C(c2ccccc2)c2ccccc2)C=C1
 : -16, x, 2, x, 7, 2, x, -2, x
- O=C(c1c[nH]c2ccccc12)N1CCN(Cc2ccccc2)CC1
 : -12, -10, 10, 1.4, -14, -4, -13, 5, 4.0
- Cc1ccc(NS(=O)(=O)c2ccc(CCC(=O)NCc3ccccn3)cc2)cc1
 : 12, -2, 4, 0.7, -4, -5, -4, 9, 0.1
- COc1ccc(-c2[nH][nH]c(=O)c2NC(=O)c2ccc(C)cc2)cc1
 : 1, x, 1, x, -21, -1, x, 1, x
- CNC(=S)N1CCN(C(c2ccccc2)c2ccccc2)CC1
 : 21, -13, -4, -1.0, 8, -7, -2, 5, -2.0
- CCCCCC(=O)Nc1ccc(-c2cn3cccnc3n2)cc1
 : -9, -18, 9, 0.1, -7, -4, -2, 1, -0.9
- CN(C(=O)/C=C/c1ccc([N+](=O)[O-])s1)c1ccccc1
 : 2, -18, -14, -0.3, 19, -6, -14, 13, -1.4
- CCN(CC)CC(O)Cn1c(C)c(-c2ccccc2)c2cc([N+](=O)[O-])ccc21 (stereo not given)
 : 11, -13, 9, 20, -6, -2, -19, 30, 19
- O=C(COc1ncnc2ccccc12)Nc1cccc(S(=O)(=O)N2CCOCC2)c1
 : -7, -10, 1, 1.3, 10, -4, -2, 3, -0.3
- O=C(CC1C(=O)NCCN1C(=O)c1ccc([N+](=O)[O-])cc1)Nc1cccc(Cl)c1 (stereo not given)
 : -16, -8, 13, 2.1, -10, -4, -2, 3, -1.2
- CCCCSc1nnc(-c2ccccc2N)c(=O)[nH]1
 : -5, -11, -3, 3.5, -13, -5, -4, 2, -0.1
- O=C(N[C@@H](Cc1ccc(O)cc1)C(=O)O)c1ccc(C(F)(F)F)cc1
 : 3, 2, 9, 0.3, -4, 1, 0, 6, -0.2
- O=C(CN1c2cccc3cccc(c23)S1(=O)=O)Nc1c(F)c(F)c(F)c(F)c1F
 : -29, -11, 12, 2.1, -8, 2, 3, 2, 2.4
- COC(=O)CCC(=O)N1CCCC(CNS(=O)(=O)c2ccc(OC)cc2)C1 (stereo not given)
 : -1, 0, 9, -0.8, -13, -5, -15, 6, -0.8
- O=C(NNC(=O)C1CC1)c1cc(Cl)nc2ccccc12
 : -33, 7, 4, 0.2, -1, -3, 3, 1, 0.2
